# High-throughput results (PubChem BioAssay)
# SENP1 inh: human SENP1 catalytic domain inhibitors, primary screen, biochemical, FRET, uHTS | Sentrin-specific protease 1 (Homo sapiens), Q9P0U3 | recombinant SENP1 catalytic domain, CyPet-SUMO1-YPet FRET cleavage | inhibition, % at 10 µM | 360,000 tested, 0.21% active | AID 624204, 2012;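 active means inhibition at least 30% at 10 µM, raw YFP signal under a set limit, fluorescence ratio 0.5 to 1.5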;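 further: 0% = enzyme with DMSO and 100% = no enzyme wells; some results filed as inactive read as strong as hits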
#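 Controls: no-enzyme wells low, DMSO-plus-enzyme wells high control. Test system: human recombinant His6-tagged SENP1 catalytic domain enzyme. Reagent: SFCypet-SUMO1-SFYpet FRET protein substrate, 25 nM final. Doses: one dose per compound, 10 µM, 0.5% DMSO. Detection: FRET, CFP and YFP emission. Timing: 50 min reaction at room temperature.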
# mIAP block: inhibitors of mouse IAP, primary screen, biochemical, luminescence, uHTS; intestinal alkaline phosphatase [Mus musculus]; purified mouse IAP, CDP-Star luminescence, 30 min; inhibition, % at 10 µM; 330,000 tested, 0.2% active;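 active means inhibition of at least 40% at 10 µM in the primary screen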;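 further: plate controls were DMSO with enzyme for no effect and no enzyme wells for full effect; values of inactives mirror those of a sister screen read the other way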
# hIAP inh: human IAP inhibitors, primary screen, biochemical, luminescence, uHTS; Intestinal-type alkaline phosphatase (Homo sapiens), P09923; purified IAP, CDP-Star luminescence, 30 min; inhibition, % at 10 µM; 330,000 tested, 0.12% active; AID 2544, 2010;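 active means inhibition reaching a set limit with compound at 10 µM in the primary screen, cut at about 35% in these data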;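 further: plate controls were DMSO wells with enzyme for no effect and no-enzyme buffer wells for full effect; values of inactives mirror those of a sister screen read the other way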
# Target sequence (P09923 whole entry, looked up): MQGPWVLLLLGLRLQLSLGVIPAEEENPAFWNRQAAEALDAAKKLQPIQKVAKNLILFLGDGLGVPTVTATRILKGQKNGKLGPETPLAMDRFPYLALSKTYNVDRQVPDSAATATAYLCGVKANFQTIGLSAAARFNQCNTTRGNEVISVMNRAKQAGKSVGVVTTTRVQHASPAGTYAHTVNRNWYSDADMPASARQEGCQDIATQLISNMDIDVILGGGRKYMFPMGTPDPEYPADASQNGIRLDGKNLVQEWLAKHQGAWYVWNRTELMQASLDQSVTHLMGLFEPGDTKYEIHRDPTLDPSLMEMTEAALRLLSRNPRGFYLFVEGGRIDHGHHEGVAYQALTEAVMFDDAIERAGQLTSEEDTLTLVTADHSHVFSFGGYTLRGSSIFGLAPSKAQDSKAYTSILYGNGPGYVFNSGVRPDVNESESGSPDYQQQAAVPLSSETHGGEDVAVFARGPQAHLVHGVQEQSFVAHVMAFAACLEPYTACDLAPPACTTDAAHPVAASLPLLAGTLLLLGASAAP
# mIAP activ: activators of mouse IAP, primary screen, biochemical, luminescence, uHTS; muIAP, CDP-Star luminescence, 30 min; hits give high values; 1 = vehicle-only enzyme signal, 0 = enzyme-free wells; activation factor at 10 µM; 330,000 tested, 0.24% active; AID 2805, 2010;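 active means activation factor of at least 2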; further: the source names both 10 and 20 µM as test concentration; values of inactives mirror those of a sister screen read the other way
#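 Assay system: mouse IAP enzyme; Reagent: CDP-Star chemiluminescent phosphatase substrate; Compound: DMSO-dissolved test compounds; Incubation: 30 min, room temperature; Technique: luminescence from enzymatic CDP-Star hydrolysis; Controls: DMSO-only wells and no-enzyme negative control.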
# APOBEC3A inh: APOBEC3A ssDNA deaminase inhibitors, primary screen, selectivity assay for APOBEC3G inhibitor project, biochemical, FAM/TAMRA oligo cleavage fluorescence; 330,000 tested, 0.41% active; AID 493011, 2011; inhibition, % at 20 µM; recombinant A3A, FAM/TAMRA ssDNA deamination fluorescence;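 active means at least 40% inhibition at 20 µM here, with at most 30% in a related deaminase screen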;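 further: plate controls were A3A with DMSO for no effect and wells lacking A3A enzyme for full effect; some results filed as inactive read as strong as hits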
# MIN6 prolif: inducers of MIN6 beta-cell proliferation, primary screen, ATP luminescence, uHTS | MIN6 cells proliferation, ATPlite luminescence, 48 h; cells starved in 0.2% serum; 100% = growth in 10% serum | proliferation, % at 10 µM | 330,000 tested, 0.29% active | AID 2380, 2010;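 active means compounds whose signal lies at least 3.5 SD above the mean of all wells on their plate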;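 further: 0% = DMSO-treated cells in low-serum medium and 100% = 10% serum control; some compounds called inactive have numbers as strong as hits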
# A3G deaminase: APOBEC3G DNA deaminase inhibitors, primary screen, biochemical, fluorescence, single-stranded DNA substrate, uHTS | DNA dC->dU-editing enzyme APOBEC-3G (Homo sapiens), Q9HC16 | recombinant A3G, ssDNA deamination FAM/TAMRA fluorescence | inhibition, % at 20 µM | 330,000 tested, 0.28% active | AID 493012, 2011;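 active means inhibition of at least 40% at 20 µM, with no more than 30% in the related APOBEC3A deaminase screen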;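 further: plate controls were DMSO wells with A3G for no effect and wells lacking A3G enzyme for full effect; some compounds called inactive have numbers as strong as hits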
# Target sequence (Q9HC16 whole entry, looked up): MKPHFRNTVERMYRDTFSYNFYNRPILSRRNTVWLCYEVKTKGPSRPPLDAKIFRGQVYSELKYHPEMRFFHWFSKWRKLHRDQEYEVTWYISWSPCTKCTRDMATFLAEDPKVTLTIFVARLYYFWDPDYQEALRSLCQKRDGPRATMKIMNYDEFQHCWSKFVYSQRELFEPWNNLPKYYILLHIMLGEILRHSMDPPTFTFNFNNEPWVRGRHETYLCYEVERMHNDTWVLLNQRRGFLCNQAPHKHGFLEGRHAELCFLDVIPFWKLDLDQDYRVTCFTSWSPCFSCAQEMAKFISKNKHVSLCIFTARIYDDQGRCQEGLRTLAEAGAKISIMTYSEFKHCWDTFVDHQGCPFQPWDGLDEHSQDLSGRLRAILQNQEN
# NLRP3 yeast inh: NALP3 inflammasome inhibitors in reconstituted yeast, primary screen, luminescence, uHTS; Yeast reconstituted NLRP3/ASC/caspase-1, beta-gal luminescence, 24 h; inhibition, % at 10 µM; 330,000 tested, 0.39% active;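 active means inhibition of 50% or more; inactive means inhibition below 50%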;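 further: plate controls were induced DMSO wells for no effect and uninduced yeast grown without galactose for full effect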
# hIAP activ: human IAP activators, primary screen, biochemical, luminescence, uHTS. activation factor at 10 µM. purified human IAP, CDP-Star luminescence, 30 min; hits give high values; 1 = vehicle-only enzyme, 0 = enzyme-free background. 330,000 tested, 0.16% active. Intestinal-type alkaline phosphatase (Homo sapiens), P09923;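 active means activation factor of the enzyme at least 2-fold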; further: the source names both 10 and 20 µM as test concentration; values of inactives mirror those of a sister screen read the other way
# Active calls of the source: *. These rows are one share of the data, so the mix of outcomes need not match the whole.
# The line under a structure holds: hIAP activ, hIAP inh, NLRP3 yeast inh, MIN6 prolif, mIAP block, A3G deaminase, APOBEC3A inh, mIAP activ, SENP1 inh
CCSc1cc(C2C(C(=O)OC)=C(C)NC3=C2C(=O)CCC3)c(C)o1 (stereo not given)
→ 1, -4, -10, -2, 9, 1, 0, 0.91, -2
COc1ccc(C2=Nn3c(nnc3-c3ccccn3)SC2)cc1
→ 0.78, 22, 19, 0, -4, -1, 9, 1, 2
Cc1ccccc1SC1CCN(Cc2nc(C3CC3)no2)CC1
→ 1, -2, 4, -3, 10, -5, -3, 0.9, -4
COc1cccc(NC(=O)CC2SC(=Nc3ccccc3)NC2=O)c1 (stereo not given)
→ 1.2, -18, 11, -1, 1, -5, -2, 0.99, 2
COc1cc(S(=O)(=O)N2CCN(c3ccccc3)CC2)ccc1Cl
→ 1.3, -26, 2, -2, -3, -4, 1, 1, 2
Cc1cc(C)cc(OCC(=O)Nc2ccc(S(=O)(=O)Nc3ccccn3)cc2)c1
→ 0.85, 15, 5, 4, 8, -8, -5, 0.92, 1
CCCOc1ccc2ccccc2c1/C=N/n1cnnc1
→ 1.1, -14, 13, -1, -2, -4, -4, 1, 1
CC(C)C(=O)NC(Nc1cccc([N+](=O)[O-])c1)C(Cl)(Cl)Cl (stereo not given)
→ 1.1, -10, 6, -1, 7, -6, -2, 0.93, 1
O=c1ccc2cc3ccoc3cc2o1
→ 0.91, 9, 13, -1, -1, -13, -5, 1, -1
CCCOc1ccc(Cc2c(O)nc(SC)[nH]c2=O)cc1C
→ 1.1, -12, -7, -3, -4, -4, -8, 1, 0
O=C(COC(=O)c1ccc(F)cc1F)Nc1cccnc1Cl
→ 1.1, -12, 10, -3, 2, -3, 2, 0.98, 2
OCC[n+]1ccc(/C=C/c2c[nH]c3ccccc23)cc1
→ 1, -4, -1, -3, -3, 1, 36, 1, -23
O=P(COCCCCCOCP(=O)(c1ccccc1)c1ccccc1)(c1ccccc1)c1ccccc1
→ 1.1, -12, 10, 0, -4, -7, -2, 1, 0
O=[N+]([O-])c1cccc(-c2csc(CS(=O)(=O)Cc3ccco3)n2)c1
→ 1.2, -16, 13, -2, 13, -6, -3, 0.87, 3
CCCC(c1nnnn1C1CCCC1)N1CCN(c2ccccc2F)CC1 (stereo not given)
→ 1, -5, 12, -3, -14, -4, -8, 1.1, 1
COc1ccc(C2(C(=O)NCCCN(C)C)CCOCC2)cc1
→ 0.94, 6, 15, 0, 8, 5, 1, 0.92, -2
CCOC(=O)c1c(NC(=O)COc2ccccc2OCC)sc2c1CC(C)(C)NC2(C)C
→ 1.1, -13, 23, -7, 0, 10, 34, 1, 0
O=C(COC(=O)C1CSC2(c3ccc(F)cc3)CCC(=O)N12)NC(=O)NC1CCCC1 (stereo not given)
→ 1, -1, 18, -1, 2, -7, -2, 0.98, 4
Cc1cccc(C(=O)NNC(=O)/C=C/C(=O)O)c1
→ 0.99, 1, 19, -3, 6, -2, -2, 0.94, 2
CCS(=O)(=O)NCCc1csc(-c2ccc(OC)c(OC)c2)n1
→ 0.99, 1, 3, 3, 0, -1, -1, 1, -1

# Complete entries from above. Order of screens: hIAP activ, hIAP inh, NLRP3 yeast inh, MIN6 prolif, mIAP block, A3G deaminase, APOBEC3A inh, mIAP activ, SENP1 inh
# Cc1ccccc1SC1CCN(Cc2nc(C3CC3)no2)CC1 across the screens: 1, -2, 4, -3, 10, -5, -3, 0.9, -4
# COc1ccc(C2=Nn3c(nnc3-c3ccccn3)SC2)cc1 across the screens: 0.78, 22, 19, 0, -4, -1, 9, 1, 2
# Cc1cc(C)cc(OCC(=O)Nc2ccc(S(=O)(=O)Nc3ccccn3)cc2)c1 across the screens: 0.85, 15, 5, 4, 8, -8, -5, 0.92, 1
# CCCOc1ccc(Cc2c(O)nc(SC)[nH]c2=O)cc1C across the screens: 1.1, -12, -7, -3, -4, -4, -8, 1, 0
# COc1ccc(C2(C(=O)NCCCN(C)C)CCOCC2)cc1 across the screens: 0.94, 6, 15, 0, 8, 5, 1, 0.92, -2

# New compounds follow:
# The line under a structure holds: hIAP activ, hIAP inh, NLRP3 yeast inh, MIN6 prolif, mIAP block, A3G deaminase, APOBEC3A inh, mIAP activ, SENP1 inh
COc1ccc(NS(=O)(=O)c2cc(NC(=O)/C=C/c3cccs3)ccc2N2CCOCC2)cc1
→ 0.92, 8, 5, 0, 12, 6, 0, 0.88, 1
Cc1cccc(C)c1N(CC(=O)Nc1cccc(N(C)S(C)(=O)=O)c1)S(C)(=O)=O
→ 0.96, 4, 13, 0, -8, -2, 2, 1.1, 2
O=C(O)c1ccc(-n2c(-c3ccccc3)n[nH]c2=S)cc1
→ 1, 0, 4, -1, 1, -1, -4, 0.99, 2
CCc1ccccc1NC(=S)N(Cc1ccco1)C(C)c1cccs1 (stereo not given)
→ 0.91, 9, 3, -3, 14, -5, 2, 0.86, 0
O=C(Cn1cnc2ccccc2c1=O)N1CCN(S(=O)(=O)c2ccc(F)cc2)CC1
→ 0.94, 6, 13, 4, -2, 16, 1, 1, -7
CC(=O)Nc1ccc(C(=O)N/N=C/c2ccncc2)cc1
→ 0.97, 3, 22, 0, 6, -2, 2, 0.94, 0
N#C/C(=C\c1ccc(-c2cccc(C(F)(F)F)c2)o1)C(=O)Nn1cnnc1
→ 0.98, 2, 14, 0, 8, 2, 4, 0.92, -2
Cc1ccc2c(c1)C1CN(C)CCC1N2C(=O)c1cccc(S(=O)(=O)N2CC(C)CC(C)C2)c1 (stereo not given)
→ 1.1, -10, 13, -4, -6, 4, -8, 1.1, 0
CN(CC(=O)NC1CCN(Cc2ccccc2)CC1)S(=O)(=O)c1ccc(Br)s1
→ 0.98, 2, 27, 1, 5, -13, -4, 0.95, 2
Cc1ccc(NC(=O)C2CCCN(S(=O)(=O)c3c(C)noc3C)C2)nc1 (stereo not given)
→ 1.1, -9, 5, -2, 2, 2, 0, 0.98, -1
COCCCC1CCN(C(=O)CCc2nnc(CCCCc3ccccc3)o2)CC1
→ 1, -1, 6, -3, 8, -4, 4, 0.92, 1
COc1ccccc1N(CC(=O)NCc1ccc(F)cc1)C(=O)CCC(=O)Nc1nccs1
→ 1.1, -11, 12, -2, -8, -7, -4, 1.1, 1
COc1ccc(NC(=O)c2cnc(SCC(=O)NCCc3ccccc3)n(C)c2=O)cc1
→ 0.96, 4, -9, -4, 6, -9, 0, 0.94, 5
COc1ccc(CNS(=O)(=O)CCNC(=O)c2ccc3c(c2)OCO3)cc1
→ 1.1, -8, 5, 1, -5, -8, 2, 1, 1
COC(=O)CC/C(O)=C1\C(=O)CC(C)(C)CC1=NCc1nc2ccccc2[nH]1
→ 1.1, -14, 0, 2, 11, -2, 1, 0.89, 2
O=C(O)/C=C/c1ccc([N+](=O)[O-])o1
→ 1.1, -6, -16, -2, 9, 2, 24, 0.91, 21
Cc1ccc(S(=O)(=O)NC(=O)COc2ccccc2C(N)=O)cc1
→ 1.2, -24, 7, -1, 2, -4, 0, 0.98, 2
Cc1cccc2cc(/C=N/NC(=O)[C@H]3C[C@@H]3c3ccccc3)c(Cl)nc12
→ 0.85, 15, -3, -2, 12, -4, 5, 0.88, 2
COCCCNC(=O)c1ccc2nc(Cc3ccc(OC)cc3)oc2c1
→ 0.96, 4, 15, -1, 1, -11, -7, 0.99, 0
COc1ccc(C(=O)N2CCCC(C(=O)N3CCCCCC3)C2)cc1 (stereo not given)
→ 0.86, 14, 3, 0, -2, -3, 0, 1, 2

# (cont.)
# The line under a structure holds: hIAP activ, hIAP inh, NLRP3 yeast inh, MIN6 prolif, mIAP block, A3G deaminase, APOBEC3A inh, mIAP activ, SENP1 inh
CN(C)C(=O)COc1ccc(Oc2ccccc2)cc1
→ 1.1, -7, 21, -1, 1, -8, -5, 0.99, 1
O=C(COC(=O)CNC(=O)c1ccc(Cl)cc1Cl)NNC(=O)c1ccccc1F
→ 0.92, 8, 9, -3, 2, 5, 0, 0.98, 1
Cc1ccc(S(=O)(=O)NCCC(=O)OCC(=O)N(C)c2ccccc2)cc1
→ 1.2, -19, 8, 2, 1, -1, -1, 0.99, 2
COc1ccc(S(=O)(=O)N(Cc2ccccc2)c2ccccc2C(=O)O)cc1
→ 0.94, 6, 9, -1, 5, -5, 0, 0.95, 2
CCOc1ccccc1CN1CCNC(=O)C1CC(=O)N(C)CCC1CCOCC1 (stereo not given)
→ 1.1, -12, 8, -3, -1, -8, -5, 1, -6
O=CN(c1ccccc1)c1ccc2ccccc2c1
→ 1.1, -14, 2, -4, -10, -3, -2, 1.1, 0
O=C1C=C(c2ccc(F)cc2OCc2ccccc2)C[C@@H](c2ccc3c(c2)OCO3)C1
→ 1, -4, 2, -1, 1, -12, -1, 0.99, 3
CCOc1ccc(NC(=O)CN(C)C(=O)c2ccc(C)c(S(=O)(=O)N3CCCCC3)c2)cc1OCC
→ 1.2, -17, 12, -2, -9, -3, 2, 1.1, -2
CCCNC(=S)Nc1c(C)n(C)n(-c2ccccc2)c1=O
→ 1, -3, 9, -3, -2, -2, 1, 1, 1
CCN1CCN(C(=O)C2CCN(S(=O)(=O)N3CCC4(CC3)OCCO4)CC2)CC1
→ 1.1, -12, 2, -2, -1, -5, -2, 1, 0
CCc1ccccc1NC(=O)c1nnn(CC(=O)Nc2cccc(C)c2C)c1N
→ 1, -2, 12, 0, 0, 0, 5, 1, 0
Cc1cc(NC(=O)COC(=O)c2cccc(S(=O)(=O)N3CCOCC3)c2)no1
→ 1, 0, -7, -1, -3, -4, -2, 1, 3
CC(=O)Nc1ccc(/C(C)=N/NC(=O)c2ccncc2)cc1
→ 1.2, -24, 13, 1, 1, -5, -3, 0.99, 2
COc1ccc(-c2cc(C(=O)N3CCCC(C(F)(F)F)C3)c3ccccc3n2)cc1OC (stereo not given)
→ 1.1, -5, 0, -6, 5, -10, 0, 0.95, 1
CCCC(=O)c1c[nH]c(C(=O)NCCCN2CCOCC2)c1
→ 0.93, 7, 14, -1, 6, -9, -6, 0.94, 1
CN(CC(=O)Nc1ccc(C#N)cc1)Cc1ccc(Cl)cc1
→ 1.2, -25, 30, -1, 0, -4, -1, 1, 1
